Screening results (PubChem)
hDAT+cocaine = changed human dopamine transporter uptake under cocaine IC80; AID 449768; B-score at 10 µM; LLC-PK1 hDAT cells, [14C]-dopamine uptake with cocaine IC80; actives deviate in either direction; Q01959; hit rate 1.3% among 110,000;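 active means Z score or B-score, a plate-position-corrected score, falls beyond the plate's 99.7% confidence bounds, in either direction; inactive means both scores lie inside the 99.7% bounds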;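 further: scored against the spread of the other compound wells on the same plate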
Target sequence (Q01959 whole entry, looked up): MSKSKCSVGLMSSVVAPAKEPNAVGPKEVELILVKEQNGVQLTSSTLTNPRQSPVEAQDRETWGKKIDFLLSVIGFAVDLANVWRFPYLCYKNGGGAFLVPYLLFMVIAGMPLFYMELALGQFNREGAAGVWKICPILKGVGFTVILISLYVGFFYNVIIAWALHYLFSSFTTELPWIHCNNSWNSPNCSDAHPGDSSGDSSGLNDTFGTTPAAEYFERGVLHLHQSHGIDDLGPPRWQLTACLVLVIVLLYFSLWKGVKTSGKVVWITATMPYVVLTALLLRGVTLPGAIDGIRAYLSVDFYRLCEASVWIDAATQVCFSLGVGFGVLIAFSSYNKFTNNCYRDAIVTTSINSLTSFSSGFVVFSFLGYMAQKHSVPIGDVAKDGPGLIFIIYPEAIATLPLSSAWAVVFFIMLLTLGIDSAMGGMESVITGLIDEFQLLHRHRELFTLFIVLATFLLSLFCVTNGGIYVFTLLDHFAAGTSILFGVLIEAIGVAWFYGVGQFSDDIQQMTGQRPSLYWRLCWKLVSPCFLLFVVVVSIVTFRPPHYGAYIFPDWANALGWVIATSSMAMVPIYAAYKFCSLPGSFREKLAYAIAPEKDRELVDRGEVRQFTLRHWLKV
Ecoli WT expand = blocks growth of wild type E. coli BW25113. OD600 absorbance. AID 710. growth inhibition, % at 100 µM. hit rate 0.15% among 98,000;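 active means growth inhibition above about 50% at one test dose, limit read from the data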;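 further: growth measured after 20 h incubation at 37 °C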
* marks the source's active call; other numbers are inactive results.

entry	molecule	hDAT+cocaine	Ecoli WT expand
1	COc1ccc(NC(=O)CSC2CC(=O)N(c3ccc4c(c3)OCCO4)C2=O)cc1 (stereo not drawn)	1	-1
2	Fc1ccc(CSc2ncnc3nc[nH]c23)cc1	-0.36	-6
3	COc1ccc(NC(=O)COc2ccccc2C#N)c(S(=O)(=O)N2CCCCC2)c1	0.042	11
4	CCCNC(=O)c1ccc(SC)cc1OC	0.058	2
5	Cc1cc(C)n2c(SCCC(C)C)nnc2n1	-0.069	-3
6	Cc1nnc(NC(=O)CSc2nc3c(c(=O)n2CCc2ccccc2)SC(C)C3)s1 (stereo not drawn)	-0.49	3
7	COc1cccc(C2NC(CC(C)C)(C(=O)O)C3C(=O)N(Cc4ccccc4)C(=O)C23)c1O (stereo not drawn)	-0.49	1
8	COc1ccc(CCNC(=O)CCN2C(=O)COc3ccccc32)cc1OC	0.12	-4
9	CC(C)OCCCNC(=O)c1ccncc1	0.047	1
10	N#Cc1cc2c(nc1SCc1cccnc1)CCCC2	0.53	-4
11	Cc1c(C(=O)NCc2cccnc2)oc2ccc(S(=O)(=O)N3CCCCCC3)cc12	0.95	-10
12	Cc1c(C(=O)O)cnc2cc(-c3ccc(Cl)cc3)nn12	0.34	-6
13	CC1Cc2nc(SCC(=O)N3CCOCC3)n(-c3ccccc3)c(=O)c2S1 (stereo not drawn)	0.42	5
14	CCC1(C)COC2(OC1)C(=O)Nc1ccccc12 (stereo not drawn)	0.47	2
15	CCOc1cc(CNC(=O)CN2C(=O)c3ccccc3S2(=O)=O)ccc1OC	0.082	2
16	CCOC(=O)c1c(O)c2c(n(Cc3ccco3)c1=O)CCCC2	2	5
17	COCCn1nnnc1CN1CCC(O)(c2cccc(C(F)(F)F)c2)CC1	0.081	-8
18	c1ccc2[nH]c(CSc3nnc(-c4ccncc4)o3)nc2c1	0.025	5
19	O=C(NCc1ccccn1)C1COc2ccccc2O1 (stereo not drawn)	-0.89	-5
20	CN1CCc2c(sc3c2C(=O)NC(c2cccc(OC(=O)c4cccs4)c2)N3)C1 (stereo not drawn)	-2.1	-7
21	CCOc1ccc2nc(SC(CC)C(=O)Nc3cc(C)on3)sc2c1 (stereo not drawn)	0.027	-11
22	Cc1ccc(S(=O)(=O)Cn2cnnn2)cc1	-0.11	8
23	Cc1ccc(C=NCc2ccncc2)c(O)c1	-0.21	3
24	COCc1cc(=O)[nH]c(/N=C(\N)Nc2ccc(Oc3ccccc3)cc2)n1	1.4	-13
25	O=C(COC(=O)c1ccccc1Oc1ccccc1)NCc1ccco1	1	-5

7 entries already listed, sorted by molar mass, highest first.
entry	molecule	hDAT+cocaine	Ecoli WT expand
11	Cc1c(C(=O)NCc2cccnc2)oc2ccc(S(=O)(=O)N3CCCCCC3)cc12	0.95	-10
20	CN1CCc2c(sc3c2C(=O)NC(c2cccc(OC(=O)c4cccs4)c2)N3)C1 (stereo not drawn)	-2.1	-7
21	CCOc1ccc2nc(SC(CC)C(=O)Nc3cc(C)on3)sc2c1 (stereo not drawn)	0.027	-11
24	COCc1cc(=O)[nH]c(/N=C(\N)Nc2ccc(Oc3ccccc3)cc2)n1	1.4	-13
18	c1ccc2[nH]c(CSc3nnc(-c4ccncc4)o3)nc2c1	0.025	5
23	Cc1ccc(C=NCc2ccncc2)c(O)c1	-0.21	3
9	CC(C)OCCCNC(=O)c1ccncc1	0.047	1

The main list resumes, starting 2 compounds before the break.
entry	molecule	hDAT+cocaine	Ecoli WT expand
24	COCc1cc(=O)[nH]c(/N=C(\N)Nc2ccc(Oc3ccccc3)cc2)n1	1.4	-13
25	O=C(COC(=O)c1ccccc1Oc1ccccc1)NCc1ccco1	1	-5
26	Cn1c(=O)oc2cc(S(=O)(=O)N3CCC(C(=O)Nc4ccc(OC(F)(F)F)cc4)CC3)ccc21	-0.62	-10
27	Cc1cccc(-c2nc(CS(=O)CC(=O)NCC3CCCO3)c(C)o2)c1 (stereo not drawn)	-0.44	2
28	CCC(=O)Nc1nc2c(OC)ccc(C)c2s1	0.0087	2
29	CSc1nnc2c3ccccc3n(CCc3ccccc3)c2n1	-0.0033	0
30	O=C(CCc1nc2ccccc2[nH]1)Nc1ccccc1	0.007	4
31	Cc1ccc(C(=O)Nc2cccc(C(=O)O)c2)cc1S(=O)(=O)N1CCCCC1	-0.3	5
32	COc1ccc(S(=O)(=O)N2CCSC2c2ccc(OC)c(OC)c2)cc1 (stereo not drawn)	0.24	-12
33	N#Cc1cn(CC(=O)NCCc2c[nH]c3ccccc23)c2ccccc12	-0.34	-5
34	O=C(Nc1cccc(O)c1)C1CCCN1C(=O)OCc1ccccc1 (stereo not drawn)	0.3	3
35	COc1ccc(S(=O)(=O)Cc2ccc(C(=O)N3CCOCC3)o2)cc1	-0.7	-2
36	O=C(Nc1nc(-c2ccccn2)cs1)c1ccc(Cl)s1	1.5	11
37	Brc1cccc(-c2nc(-c3ccncc3)no2)c1	1.6	0
38	Cn1nc(C(C)(C)C)cc1C(=O)NCc1ccc(N2CCCC2=O)cc1	-1.1	4
39	COC(=O)c1nc(NC(=O)c2ccc(Cl)cc2)n[nH]1	-1.8	-11
40	COc1ccc(C(=O)NCCSc2ccccn2)cc1	0.29	7
41	CCOc1ccc(NC(=O)c2cccc3c2C(=O)N(Cc2cccnc2)C3)cc1	-0.31	-5
42	CC1CCCCC1NC(=O)CSc1nncs1 (stereo not drawn)	0.45	0
43	CC1(C)NC(=O)N(CCCCOc2cccc(C(F)(F)F)c2)C1=O	-0.041	-6
44	C=CCn1c(SCC(=O)NCc2cccs2)nnc1C1CCCCC1	-0.23	-2
45	CCOC(=O)N1CCN(S(=O)(=O)c2cc(Br)cc3c2N(C(=O)CC)CC3)CC1	-0.019	-2
46	C=CCn1c(COc2ccc(F)cc2)nnc1SCC(=O)NC(=O)NCc1ccco1	0.35	2
47	CCOC(=O)CSc1nc(N)nc(C)c1Br	-0.31	6
48	O=C1C2ON(c3ccccc3)C(c3cccnc3)C2C(=O)N1c1ccccc1 (stereo not drawn)	0.52	-1
49	CN(C)C(=O)c1ccc(NC(=O)c2cncc(Br)c2)cc1	1.6	-4
50	Oc1cccc(C=NCc2ccccc2)c1O	1.1	10
51	Nc1nonc1-c1nc2ccccc2n1CC(=O)N1CCCCC1	0.86	4
52	CCCCCOC(=O)Cn1c(=O)oc2ccccc21	1.7	9
53	O=C(CCCNS(=O)(=O)c1cccs1)N1CCc2ccccc2C1	1.9	7
54	Cc1ccc(C(=O)OC2CCOC2=O)cc1NC(=O)c1ccco1 (stereo not drawn)	0.16	-7
55	CCOC(=O)Cc1csc(NC(=O)CN2C(=O)c3ccccc3S2(=O)=O)n1	-0.73	4
56	O=C(c1cccs1)N(C(=O)c1cccs1)c1ccccn1	0.061	0
57	O=C(O)C1C2C=CC(C2)C1C(=O)N1CCOCC1 (stereo not drawn)	-0.032	-3
58	Cc1cc(NC(=O)CN2CCCC2c2nc3ccccc3s2)no1 (stereo not drawn)	0.81	-2
59	C=CCn1c(SCC(=O)N2CCOCC2)nc2scc(-c3ccco3)c2c1=O	1.6	2
60	CCOc1cc(-c2noc(-c3ccncc3)n2)cc(Br)c1OC	-0.47	-11
61	Cc1c(NC(=O)C2(C)CCCCC2)c(=O)n(-c2ccccc2)n1C	-0.091	-10
62	Cc1ccc(CC2SC(=O)NC2=O)cc1Cl (stereo not drawn)	-0.55	1
63	COC(=O)c1cn(-c2ccccc2)nc1C(=O)OC	1.3	-5
64	COc1ccccc1N1CCN(C(CNC(=O)C2CCCCC2)c2cccnc2)CC1 (stereo not drawn)	0.17	-1
65	CCCCn1c(N)c(Sc2ccc(C)cc2)c(=O)[nH]c1=O	-0.9	3
66	C=CCOC(=O)C1=C(C)NC2(O)c3ccccc3C(=O)C12O (stereo not drawn)	-1.2	7
67	Cc1cc(C)n(-c2nncc(-c3ccccc3)n2)n1	0.94	10
68	Cc1cc(OCC(=O)NCCO)cc(C)c1Cl	0.47	-1
69	CCN(CC)S(=O)(=O)c1ccc2c3c(cccc13)C(=O)N2	2.5*	6
70	CCC(=O)Nc1c(C#N)c2nc3ccccc3nc2n1-c1ccccc1C	0.48	-17
71	Cc1ccc2oc3c(c(=O)c2c1)C(c1cccc(O)c1)N(c1ccccn1)C3=O (stereo not drawn)	-0.15	-4
72	Cc1ccc2oc(NC(=O)N3CCOCC3)cc(=O)c2c1	-0.028	7
73	Cn1c(C(C#N)C(=O)c2ccco2)nc2ccccc21 (stereo not drawn)	1.3	-3
74	CC1CCN(CCNC(=O)c2ccc(NC(=O)C3CCCO3)cc2)CC1 (stereo not drawn)	0.86	-2
75	CC(=O)Nc1ccc(S(=O)(=O)N(C)c2ccccc2)cc1	-0.0076	-2

Continuation.
entry	molecule	hDAT+cocaine	Ecoli WT expand
76	COc1cc(C)c(C(C)C)cc1S(=O)(=O)n1cnc(C)c1	-1.6	2
77	Cc1cc(C)c2cc(C(c3nnnn3C3CCCC3)N3CCOCC3)c(=O)[nH]c2c1 (stereo not drawn)	-0.41	1
78	CC1CCN(C(=O)CSc2nc3c(cnn3-c3ccc(Cl)cc3)c(=O)[nH]2)CC1	1	-8
79	CCOC(=O)C1CCN(S(=O)(=O)c2cccc3nonc23)CC1	-0.14	5
80	O=S(=O)(c1ccccc1)c1nc(-c2ccco2)oc1NCc1cccnc1	0.088	-12
81	COC(=O)c1cc2ccsc2n1CC(=O)N1CCCc2ccccc21	-0.46	-2
82	Cc1ccc2cc(CN(CC3CCCO3)C(=O)NC3CCCCC3)c(=O)[nH]c2c1C (stereo not drawn)	0.35	8
83	CNc1nc(SCC(=O)OC)nc(N2CCOCC2)n1	0.12	3
84	Cc1ccc(C2=[N+]([O-])C3(CCCCC/C3=N\O)N(O)C2(C)C)o1 (stereo not drawn)	-0.2	-2
85	COC(=O)c1ccc(OCC(=O)c2ccc(O)cc2O)cc1	-0.28	-6
86	Oc1c(C(c2cccc(F)c2)N2CCN(Cc3ccccc3)CC2)sc2ncnn12 (stereo not drawn)	0.053	3
87	COCCNC(=O)CN1CCC(n2c(C)nc3cc(C(F)(F)F)ccc32)CC1	0.53	1
88	COc1ccccc1NC(=O)CN1CCN(CC(=O)Nc2ccc(F)cc2)CC1	0.65	0
89	CC(=O)OCCCN1C(=O)c2ccc(Br)cc2C1=O	-0.86	6
90	CCOc1ccccc1NC(=O)N1CCC(n2nnc3cc(C)ccc32)CC1	2.4*	4
91	Cc1ccccc1NC(=O)c1cc(S(=O)(=O)N2CCOCC2)ccc1F	0.37	6
92	CC(=O)Nc1ccc(S(=O)(=O)Nc2ncccn2)cc1	-0.73	1
93	COc1ccc(C(c2nnnn2C(C)(C)C)N2CCN(C)CC2)cc1OC (stereo not drawn)	0.4	7
94	Cc1cc(N2CCC(C(=O)NC3CCCCC3)CC2)nc(-c2ccccc2)n1	-0.22	-5
95	CCN(CCCNC(=O)Cn1cc2c(n1)CCCC2)c1cccc(C)c1	0.72	10
96	O=c1oc(-c2cccs2)nc2sc3c(c12)CCC3	-0.39	-13
97	CC1(C)NC(=O)N(CC(O)COc2ccccc2C(=O)Nc2ccccc2)C1=O (stereo not drawn)	-0.31	3
98	COc1ccc(NC(=O)CSc2nnc(Cn3c(=O)sc4ccccc43)n2C)cc1OC	-0.14	-7
99	CC(C)(C)c1ccc(S(=O)(=O)N2CCCCC2C(=O)NCc2ccccn2)cc1 (stereo not drawn)	-0.4	5
100	COc1ccc2c(c1)CCc1c(C(=O)NCc3ccc(F)cc3)noc1-2	0.063	-1
101	CNc1oc(-c2ccccc2)nc1C#N	-7.8*	12
102	O=C(COC(=O)c1cc2ccccc2o1)c1ccccc1	-1.3	-8
103	CCCCC(=O)Nc1c(O)c2ccccc2[nH]c1=O	-0.66	6
104	CC(=O)N1c2c(cc(Br)cc2S(=O)(=O)N2CCOCC2)CC1C (stereo not drawn)	0.53	10
105	CC1CN(C(=O)CN2C(=O)NC(C)(c3ccccc3)C2=O)CC(C)O1 (stereo not drawn)	0.099	-4
106	CCOc1ccc(C(=O)c2cccs2)cc1	-0.85	6
107	Cc1ccc(NC(=O)CCCC(=O)O)c(Br)c1	0.5	-7
108	Cc1cccc(CSc2ncnc3nc[nH]c23)c1	0.64	4
109	COc1ccc(OC)c(C(=O)CSc2nc3ncccc3[nH]2)c1	-0.3	-5
110	CCOc1ccc(Cc2nc(-c3nonc3N)no2)cc1OCC	0.67	5
111	COc1ccccc1-n1c(N)c(C(=O)NCC2CCCO2)c2nc3ccccc3nc21 (stereo not drawn)	4.2*	-1
112	CN(C)c1ccc(C(c2nnnn2C(C)(C)C)N2CCc3ccccc3C2)cc1 (stereo not drawn)	-1.1	1
113	O=S1(=O)Nc2c(ccc3cccnc23)-c2ccccc21	-0.3	80*
114	COC(=O)c1c(NC(=O)CSc2nnc(Cn3nnc4ccccc43)n2C)sc(C)c1C	0.41	-5
115	O=C(C1CCN(S(=O)(=O)c2cnc[nH]2)CC1)N1CCc2ccccc2C1	-0.82	1
116	CCOc1ccc(C2CC(c3ccc(F)cc3)Nc3nc(N)nn32)cc1 (stereo not drawn)	0.24	2
117	Nc1nonc1-c1nc2ccccc2n1CC(=O)NC1CCCC1	0.078	-6
118	Cc1ccc(S(=O)(=O)N2CCOCC2)cc1C(=O)NC1CCCCC1	-1.6	6
119	CCOC(=O)C1CCN(CC(=O)N2C(C)CCCC2C)CC1 (stereo not drawn)	-0.36	-15
120	CC1(C)Cc2nc(-c3ccccc3)n3cnnc3c2CO1	-0.041	-5
121	c1cc(-c2nnc3sc(C4CCCCC4)nn23)ccn1	-0.86	-7
122	COc1ccc(N2CCN(C(=O)c3cc4c(-c5cccc(OC)c5)nn(C)c4s3)CC2)cc1	2*	-11
123	COc1cc(Nc2cc(C)nc3nc(C)nn23)cc(OC)c1OC	-0.12	-2
124	CCOC(=O)c1c(C)c(C(=O)NCc2ccc3c(c2)OCO3)c(C)n1C	0.11	-11
125	Cc1nn(CC(C)C)c(=S)[nH]c1=O	-0.72	-7

The list is partial (hit frequency here may not be typical).
